# CHT block: inhibitors of human choline transporter CHT; CHT-expressing cells, membrane potential dye, choline response; hits give low values; B-score at 10 µM; 310,000 tested, 0.86% active; AID 488975;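 active means B-score over 3 SD under the library average, and starting fluorescence ratio not unusually high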;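 further: choline stimulus applied at its EC90 after an EC20 pre-addition; B-score computed on integrated fluorescence ratio after choline addition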
# CHT PAM: human CHT allosteric activation | B-score at 10 µM | CHT-expressing cells, membrane potential dye, choline EC20; hits give high values; LV-AA mutant CHT in HEK293 cells | 310,000 tested, 0.49% active;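 active means initial fluorescence not abnormally high and integrated response B-score, plate-corrected, over 3 SD above library mean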
# STK33 kinase inh: human STK33 kinase inhibition | Q9BYT3 | purified STK33, MBP phosphorylation, ADP-Glo luminescence | inhibition, % at 10 µM | 320,000 tested, 0.073% active;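 active means inhibition at or above 25%, using the most active replicate where run in duplicate; inactive means inhibition below 25%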
# Target sequence (Q9BYT3 whole entry, looked up): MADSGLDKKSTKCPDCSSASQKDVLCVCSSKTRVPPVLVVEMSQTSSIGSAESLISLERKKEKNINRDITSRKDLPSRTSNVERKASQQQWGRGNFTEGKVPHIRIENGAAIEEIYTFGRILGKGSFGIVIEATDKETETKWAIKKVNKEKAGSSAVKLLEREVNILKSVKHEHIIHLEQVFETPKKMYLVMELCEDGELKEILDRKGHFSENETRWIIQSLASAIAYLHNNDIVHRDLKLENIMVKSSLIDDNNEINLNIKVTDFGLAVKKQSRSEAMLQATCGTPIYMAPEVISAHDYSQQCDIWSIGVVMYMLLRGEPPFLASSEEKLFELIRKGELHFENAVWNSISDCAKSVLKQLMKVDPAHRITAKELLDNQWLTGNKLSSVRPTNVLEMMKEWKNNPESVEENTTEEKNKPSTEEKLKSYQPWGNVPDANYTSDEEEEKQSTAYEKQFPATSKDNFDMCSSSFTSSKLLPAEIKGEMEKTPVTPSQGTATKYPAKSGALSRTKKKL
# * hit, by the source's call; i = inactive; x = not tested or not shown.
# Values run as follows: CHT block | CHT PAM | STK33 kinase inh
1) COC(=O)C1=C(C)NC(C)=C(C(=O)OC(C)C)C1c1cccc2nonc12 (stereo not given)
 : i | i | -2.0
2) CC(=O)Nc1ccc(Br)c(Cl)c1
 : i | i | -0.7
3) CC(=O)N1CCc2cc(S(=O)(=O)NCC(=O)NCc3ccc(F)cc3)ccc21
 : i | i | 1.6
4) COC(C(=O)Nc1ccc(S(=O)(=O)Nc2cccc3ccccc23)cc1)c1ccccc1 (stereo not given)
 : i | i | 2.2
5) O=C(/C=C/c1ccc(O)c([N+](=O)[O-])c1)c1ccc2ccccc2c1
 : i | i | 1.2
6) COCc1nnc(NC(=O)c2ccc(NC(C)=O)cc2)s1
 : i | i | x
7) COC(=O)[C@H]1[C@H](CCc2ccccc2)NC(=O)N(Cc2ccccc2)[C@@H]1C
 : i | i | -0.7
8) CN(C)S(=O)(=O)c1cccc(NC(=O)c2ccc3c(c2)OCCO3)c1
 : i | i | 0.5
9) Cc1cccc2c1NC1(CCCC1)CC2C (stereo not given)
 : i | i | -0.4
10) CCOC(=O)C1CCCN(c2nc3ccccc3nc2C(C#N)C(=O)OCCOC)C1 (stereo not given)
 : i | i | 1.2

# New compounds follow
# Values run as follows: CHT block | CHT PAM | STK33 kinase inh
11) COc1ccc(/C=N/NC(=O)C(=O)N2CCCC2)cc1
 : i | i | -2.9
12) CCN(CC)C(=O)Cn1c(=O)n(Cc2ccc(F)cc2)c(=O)c2sccc21
 : i | i | -1.5
13) CCc1[nH]nc2c1C(c1ccncc1)C(C#N)=C(N)O2 (stereo not given)
 : i | i | 1.0
14) Cc1ccc(CNC(=O)CCS(=O)(=O)c2ccc3nc(C)sc3c2)cc1
 : i | i | -1.3
15) CC(=O)N1CCN(CC(=O)O)CC1
 : i | i | -1.8
16) COC(=O)c1cc(NC(=O)c2c(C)noc2C)ccc1N1CCOCC1
 : i | i | 0.0
17) CCOC(=O)C1(CCCc2ccccc2)CCN(Cc2cn(CC)nc2C)CC1
 : i | i | -1.6
18) COc1cc(OC)c(OC)cc1CNCc1ccc2c(c1)OCO2
 : i | i | -3.0
19) Cc1cccc(NC(=S)N/N=C/c2ccc3c(c2)OCO3)c1
 : i | i | -0.8
20) Cc1cc(NC(=O)CSc2nnc(Cc3cccn3C)n2CCc2ccccc2)no1
 : i | i | -2.1

# Single values from the results shown:
# Entry of cpd 20 in STK33 kinase inh: -2.1
# Entry of cpd 16 in STK33 kinase inh: 0.0

# Following part:
# Values run as follows: CHT block | CHT PAM | STK33 kinase inh
21) O=C1N/C(=N/N=C/c2ccco2)SC1Cc1ccccc1 (stereo not given)
 : i | i | -0.5
22) CCCCNC(=O)Oc1ccc(C(=O)N2c3ccccc3NC(=O)C2C)cc1 (stereo not given)
 : i | i | -7.5
23) CCn1c(N2CCN(C(=S)NCCc3ccccc3)CC2)nc2ccccc21
 : i | i | -2.9
24) Cn1c(SCC(=O)NCCc2ccccc2)nnc1-c1ccncc1
 : i | i | 0.2
25) O=C(/C=C/c1ccccc1)Nn1c(-c2cccs2)nc2ccccc2c1=O
 : i | i | 3.7
26) COc1cc(/C=N/NC(=O)/C(=C/c2ccccc2)CCO)ccc1O
 : i | i | -2.0
27) CC(=O)c1ccc(S(=O)(=O)N2CCCCC2C(=O)O)cc1 (stereo not given)
 : i | i | -0.1
28) O=C(O)c1cccc2cccnc12
 : i | i | x
29) COc1ccc(OC)c(/C=N/NC(=O)CNC(=O)c2cccc3ccccc23)c1
 : i | i | 0.5
30) COC(=O)C1=C(C)NC(=O)C1(NS(=O)(=O)c1ccc(NC(C)=O)cc1)C(F)(F)F (stereo not given)
 : i | i | -1.9

# Next structures.
# Values run as follows: CHT block | CHT PAM | STK33 kinase inh
31) Cc1ccc(S(=O)(=O)N(C)C)cc1NC(=O)COC(=O)C1COc2ccccc2O1 (stereo not given)
 : i | i | -2.6
32) CCN1C(=O)[C@H]2[C@@H](c3ccc(C)cc3)N3C(=O)N(c4cccc(Cl)c4)C(=O)[C@@]3(CC)[C@H]2C1=O
 : i | i | -0.6
33) Cc1ccc(-c2nc3cnccn3c2Nc2ccc3c(c2)OCO3)cc1
 : i | i | 0.6
34) CC(C)(C)c1ccc(-c2conc2N)cc1
 : i | i | -1.1
35) COc1ccc(/C=C/C(=O)Nc2cc(=O)n(C)c(=O)n2C)cc1
 : i | i | -1.4
36) C=CCn1c(SCC(N)=O)nnc1-c1ccccc1O
 : i | i | -1.1
37) CC(C)(C)N1CC(C(=O)Nc2cccc(Cl)c2Cl)CC1=O (stereo not given)
 : i | i | -2.2
38) CCOC(=O)CSc1nnc(-c2cccnc2)n1Cc1ccccc1
 : i | i | -0.1
39) NC(=O)C1(N2CCCCC2)CCN(C(=S)NC2CCCC2)CC1
 : i | i | 1.7
40) COc1cccc(CNc2nc(C(F)(F)F)nc3ccccc23)c1
 : i | i | 1.0

# Shown with tabs: entries from further up.
no.	Compound	CHT block	CHT PAM	STK33 kinase inh
23	CCn1c(N2CCN(C(=S)NCCc3ccccc3)CC2)nc2ccccc21	i	i	-2.9
24	Cn1c(SCC(=O)NCCc2ccccc2)nnc1-c1ccncc1	i	i	0.2
25	O=C(/C=C/c1ccccc1)Nn1c(-c2cccs2)nc2ccccc2c1=O	i	i	3.7
26	COc1cc(/C=N/NC(=O)/C(=C/c2ccccc2)CCO)ccc1O	i	i	-2.0
27	CC(=O)c1ccc(S(=O)(=O)N2CCCCC2C(=O)O)cc1 (stereo not given)	i	i	-0.1
28	O=C(O)c1cccc2cccnc12	i	i	x
29	COc1ccc(OC)c(/C=N/NC(=O)CNC(=O)c2cccc3ccccc23)c1	i	i	0.5
30	COC(=O)C1=C(C)NC(=O)C1(NS(=O)(=O)c1ccc(NC(C)=O)cc1)C(F)(F)F (stereo not given)	i	i	-1.9
31	Cc1ccc(S(=O)(=O)N(C)C)cc1NC(=O)COC(=O)C1COc2ccccc2O1 (stereo not given)	i	i	-2.6
32	CCN1C(=O)[C@H]2[C@@H](c3ccc(C)cc3)N3C(=O)N(c4cccc(Cl)c4)C(=O)[C@@]3(CC)[C@H]2C1=O	i	i	-0.6
33	Cc1ccc(-c2nc3cnccn3c2Nc2ccc3c(c2)OCO3)cc1	i	i	0.6
34	CC(C)(C)c1ccc(-c2conc2N)cc1	i	i	-1.1
35	COc1ccc(/C=C/C(=O)Nc2cc(=O)n(C)c(=O)n2C)cc1	i	i	-1.4
36	C=CCn1c(SCC(N)=O)nnc1-c1ccccc1O	i	i	-1.1
37	CC(C)(C)N1CC(C(=O)Nc2cccc(Cl)c2Cl)CC1=O (stereo not given)	i	i	-2.2
38	CCOC(=O)CSc1nnc(-c2cccnc2)n1Cc1ccccc1	i	i	-0.1
